Pf growth 48h: P. falciparum growth inhibition at 48 hours (one generation); P. falciparum luciferase growth in erythrocytes, 48 h; Potency, µM (doses to about 28.7 µM), for inactives: top-dose activity change, negative = inhibition, actives largely listed as inhibitors; hit rate 5.9% among 310,000; note: potency is the fitted concentration of half-maximal effect; % is set by controls: 0 for no effect and ±100 for the full control effect
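Erythrocytes infected with P. falciparum carrying an integrated firefly luciferase reporter (2% hematocrit, 0.1% parasitemia final) were exposed to compounds in RPMI 1640 with 0.5% Albumax at 37 C, 5% CO2. Growth inhibition was scored as reduced luminescence.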
Sm TGR inh: S. mansoni TGR enzyme inhibition. hit rate 3% among 360,000. Q962Y6. Potency, µM (series often up to 114 µM), for inactives: at the highest dose activity change, negative = inhibition, hits mostly inhibitors. purified TGR, DTNB reduction, TNB absorbance 405 nm; note: potency is the fitted concentration of half-maximal effect; % is set by controls: 0 for no effect and ±100 for the full control effect; nearly all actives have a fitted effect of over 60% in size
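TGR 20 nM + NADPH 100 uM (dispensed conc.), cpd preinc 15 min RT; start with NADPH (500 uM addition) then DTNB (15 mM addition). Kinetic TNB absorbance, 405 nm filter. Four-parameter Hill fit across titration.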
Cycloheximide cs: affects cycloheximide protein synthesis inhibition readout, counter-screen. max response, %. cell reporter, cycloheximide protein synthesis inhibition counterscreen. hit rate 12% among 300,000. AID 2314; in the data active = max response mostly above about 13%, no sharp cut-off; inactive = mostly below about 14%; note: read at 38.3 µM for the half of the compounds with a filed dose; 0% is about no effect
Pf growth 96h: P. falciparum growth inhibition at 96 hour, primary screen for plastid delayed-death inhibitors. P. falciparum luciferase reporter growth, 96 h. Potency, µM (top dose mostly 28.7 µM), for the others: at the top dose activity change, negative = inhibition, usual class: inhibitors. hit rate 6.9% among 320,000; note: potency is the fitted concentration of half-maximal effect; % is set by controls: 0 for no effect and ±100 for the full control effect
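Plates of compound plus infected erythrocytes (2% hematocrit, 0.05% parasitemia final) incubate 96 hours, 37 C, 5% CO2. Detection reagent added; reduced luminescence from the parasites' luciferase reporter flags inhibition.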
FBPA Giardia inh: inhibitors of Giardia lamblia fructose-1,6-bisphosphate aldolase; A8B2U2; purified Giardia FBPA; Potency, µM (series often up to 59.6 µM), without a hit: top-dose activity, negative = inhibition, hits mostly inhibitors; hit rate 0.71% among 290,000; AID 2451; note: potency is the fitted concentration of half-maximal effect; % is set by controls: 0 for no effect and ±100 for the full control effect; nearly all actives have a fitted effect of over 55% in size
Target sequence (A8B2U2 whole entry, looked up): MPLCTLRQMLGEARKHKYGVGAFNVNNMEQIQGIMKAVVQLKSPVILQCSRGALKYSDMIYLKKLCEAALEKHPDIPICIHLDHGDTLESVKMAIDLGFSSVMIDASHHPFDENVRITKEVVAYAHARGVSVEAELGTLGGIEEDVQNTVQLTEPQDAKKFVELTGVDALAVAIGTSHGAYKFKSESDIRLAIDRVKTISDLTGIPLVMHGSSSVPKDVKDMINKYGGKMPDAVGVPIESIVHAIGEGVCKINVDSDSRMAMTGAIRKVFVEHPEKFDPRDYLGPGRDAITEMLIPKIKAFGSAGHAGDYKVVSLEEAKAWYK
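40 nM FBPA preincubated 10 min at RT with compound (up to 57.5 uM final), then substrate plus GAPDH/TPI/NAD/arsenate coupling and diaphorase/resazurin added. Fluorescence read after 20 min at RT, 525/598 nm.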
Shiga toxin inh: Shiga toxin inhibition; inhibition, % at 38.7 µM; AID 2315; hit rate 9.2% among 290,000; Vero cells, Shiga toxin protein synthesis inhibition reporter; in the data active = inhibition mostly above about 28%, no sharp cut-off; inactive = mostly below about 43%; note: 0% is about no effect
The depositor's hits bear a star; ? = inconclusive; . = not tested or not shown; & = joins results of further samples; [ ] = remark or other dose. Unless noted, calls come from the whole dose curve; as a rule, active = well fitted curve in the direction sought with a large enough effect; inconclusive = small, poorly fitted or top-dose-only effect, or another doubt; inactive = no such curve, though single readings can be large; an effect the other way counts as inactive or inconclusive.

SMILES,Pf growth 48h,Sm TGR inh,Cycloheximide cs,Pf growth 96h,FBPA Giardia inh,Shiga toxin inh
CCC(=O)c1cc(F)ccc1OCC(=O)N1CCN(c2ccc(F)cc2)CC1,-10%,-3%,-2,10%,-5%,27
CCCCN(C)Cc1c(C)[nH]c2ccc(C)cc2c1=O,44%,-5%,-3,31%,11%,-2
COc1ccc(Cl)cc1NC(=S)NC1CCCC1,?,5%,0,?,3%,-1
C=CC[n+]1c(/C=C2\C=Cc3cc(C)ccc3N2CC)ccc2ccccc21,13µM*,7%,-2,?,0%,-11
CC1CCC2=NN(C(=O)c3ccco3)C(O)(C(F)(F)F)C2C1 (stereo not drawn),-8%,.,5,26%,4%,-12
CN1CCN(CC#Cc2ccccc2)CC1CCO (stereo not drawn),1%,-21%,-1,4.1µM*,-2%,-2
CC(=O)Nc1ccc(S(=O)(=O)Nc2ccc(-n3cnnn3)cc2)cc1,-20%,-11%,.,?,.,.
Cc1nnc(SCc2nnc(-c3ccccc3Br)o2)n1-c1ccccc1,10µM*,-4%,1,?,-3%,19
Cc1c(C(=O)NC2CC2)oc2ccccc12,-4%,8%,.,6%,.,.
CCOC(=O)N1CCC(NC(=O)C2CCCN(Cc3nc(-c4cccc(Cl)c4)oc3C)C2)CC1 (stereo not drawn),.,-6%,-3,?,0%,-11

The last four compounds of the section above come first, to join the parts.
SMILES,Pf growth 48h,Sm TGR inh,Cycloheximide cs,Pf growth 96h,FBPA Giardia inh,Shiga toxin inh
CC(=O)Nc1ccc(S(=O)(=O)Nc2ccc(-n3cnnn3)cc2)cc1,-20%,-11%,.,?,.,.
Cc1nnc(SCc2nnc(-c3ccccc3Br)o2)n1-c1ccccc1,10µM*,-4%,1,?,-3%,19
Cc1c(C(=O)NC2CC2)oc2ccccc12,-4%,8%,.,6%,.,.
CCOC(=O)N1CCC(NC(=O)C2CCCN(Cc3nc(-c4cccc(Cl)c4)oc3C)C2)CC1 (stereo not drawn),.,-6%,-3,?,0%,-11
Cn1cc(C(=O)NCN2CCCCC2)c2ccccc21,.,-1%,-4,-4%,1%,-7
CN(CC(=O)Nc1cccc(F)c1)C(=O)c1cccnc1Sc1ccccc1,-16%,1%,.,11%,.,.
NNC(=O)c1cccc(COCC(F)(F)C(F)F)c1,-1%,4%,10,11%,0%,-2
CCCC[C@@H]1CNC(=O)C(=O)N1CC(C)(C)C,-1%,-4%,1,0%,3%,-3
O=C(O)/C(=C\c1c(C(=O)O)[nH]c2cc(Cl)cc(Cl)c12)c1ccccc1,-10%,0%,.,11%,.,.
CCOC(=O)c1c(C)[nH]c(C)c1C(=O)COC(=O)/C=C/c1cccc(Cl)c1,?,-6%,-4,?,-9%,-6
CCOC(=O)C1CCN(C(=O)c2cc(S(=O)(=O)N3CCOCC3)ccc2C)CC1,1%,-20%,.,-23%,.,.
Cc1c(C(=O)c2cccc(F)c2)c2ccccn2c1CCC#N,15%,-16%,-4,54%[activator],?,-16
COc1ccc(-n2c(/C=C/c3cccc(F)c3)nc3ccccc3c2=O)c(OC)c1,?,2%,-1,22%,-11%,-4
O=C(/C=C/c1cccc(Cl)c1)NCc1cccs1,7%,-2%,38*,?,0%,41*
CN1C(=O)C2(OCC(C)([N+](=O)[O-])CO2)c2ccccc21 (stereo not drawn),28%,13%,-2,?,6%,-4
CCOc1cc(NC(=S)NCC2CCCO2)c(OCC)cc1NC(=O)c1cccc(F)c1 (stereo not drawn),?,.,18,8%,-6%,6
CCOC(=O)c1c(C)n(C)c2ccc(OCCN(C)C)cc12,3%,12%,-3,.,0%,-15
CSc1nc(=S)n(-c2ccccc2)c(C)c1C(C)=O,8%,40µM*,-4,-10%,?,-3
CCOC(=O)c1cnc2ccc(Cl)cc2c1N1CCN(C)CC1,-10%,-5%,-4,.,0%,-2
COc1ccc(NC(=O)CS(=O)c2ccc(F)cc2)cc1 (stereo not drawn),91%[activator],3%,-2,42%[activator],.,16
Cc1csc(NC(=O)CSc2nc3ccccc3c(=O)[nH]2)n1,4%,-7%,6,-5%,-9%,-16
O=C1Nc2ccccc2/C1=C\C(=O)c1ccccc1,10%,?,12,4%,11%,21
O=C(O)CCC(=O)Nc1nc2ccc([N+](=O)[O-])cc2s1,9%,-4%,8,3%,9%,-1
O=C(O)CN1C(=O)c2ccc(Oc3ccc4c(c3)C(=O)N(CC(=O)O)C4=O)cc2C1=O,2.1µM*,-9%,-5,50%[activator],17%,-12
CC(C)(C)OC(=O)N1CCN(C(=O)c2ncn(Cc3ccccc3)c2C(=O)N2CCN(C(=O)OC(C)(C)C)CC2)CC1,?,-10%,.,?,.,.
COc1cccc(NC(=O)CSc2nnnn2C2CCCC2)c1,36%[activator],-4%,-4,10%,.,17
COc1cc(CN2CCNC(=O)C2CC(=O)O)cc(OC)c1 (stereo not drawn),19%,-12%,-3,-11%,1%,-1
COc1cc(OC)cc(C(=O)Nc2cc(C)nn2-c2ccccc2)c1,?,22%,-1,?,-2%,-4
CCCN1CCN(c2ccc([N+](=O)[O-])cc2C#N)CC1,5%,-2%,10,21%,1%,11
CCc1ccc(-c2cc(C)no2)cc1S(=O)(=O)N1CCN(C(=O)c2ccco2)CC1,?,45µM*,9,9.3µM*,6%,-1
CC(C)(C)c1ccc(OCC(=O)N/N=C/c2ccc(N3CCOCC3)cc2)cc1,5%,-4%,1,?,-1%,13
COc1cc(C(=O)Nc2ccc3c(c2)OCCO3)ccc1-n1cnnn1,-6%,1%,2,?,5%,-11
COc1ccc(CNCc2ccc(C)cc2)c(OC)c1,-2%,-5%,-2,22%,?,1
Cc1cc(C(=O)Cn2cc(C(F)(F)F)ccc2=O)c(C)n1-c1ccccc1,-6%,1%,10,52%[activator],1%,19
CCCCC(=O)NC(c1ccc(C(C)C)cc1)c1ccc2cccnc2c1O (stereo not drawn),1.7µM*,6%,-3,17%,?,-3
c1ccc2c(CN3CCOCC3)c3ccccc3c(CN3CCOCC3)c2c1,102%[activator],-34%,0,0%,-6%,5
CCN1C(=NCC(C)C)N[C@@H](c2cccc(C(F)(F)F)c2)C(C(=O)OC)=C1C,13µM*,6%&-3%,-3&-4,0.93µM*,23%&1%,-8&-8
O=C(CCCCCn1c(=S)[nH]c2ccc(N3CCOCC3)cc2c1=O)NCc1cccc(Cl)c1,-8%,-1%,-5,-12%,5%,-20
O=C(CN1CCOCC1)NCCNC(=O)CN1CCOCC1,7%,13%,-2,.,3%,1
CC(C)OCCCNC(=O)COCC(=O)Nc1ccc(OCCc2ccccc2)cc1,?,1%,-3,0%,5%,-23
COCCCNC(=O)C(=O)Nc1cc2c3c(c1)CCC(=O)N3CCC2,19%,-9%,-2,35%[activator],2%,14
CCOc1ccc(NC(=O)COc2ccc(OC)cc2)cc1,11%,0%,11,-1%,0%,-14
Nc1cccc2c1C(=O)N(Cc1nnc(-c3ccccc3Br)o1)C2=O,0%,-3%,13,-15%,-3%,19
O=C(Nc1cccnc1)c1ccc(S(=O)(=O)c2ccc(Cl)cc2)cc1,?,-6%,-1,76%[activator],4%,15

Additional structures follow.
Compound | Pf growth 48h | Sm TGR inh | Cycloheximide cs | Pf growth 96h | FBPA Giardia inh | Shiga toxin inh
O=C(Nc1ccc(Br)cc1)c1ccc(CSC2=NCCS2)cc1 | 42%[activator] | -1% | 61* | ? | -1% | 80*
CSc1ccc(C(=O)c2[nH]c(=O)[nH]c2C)cc1 | -12%&-1% | 6% | . | ? | -2% | .
COc1ccccc1N1CCN(C(=O)C(C)CS(=O)(=O)c2ccc3c(c2)NC(=O)CS3)CC1 (stereo not drawn) | ? | 0% | 8 | 45%[activator] | -2% | 12
CC(C)c1ccc(NC(=O)CSc2nc3c(c(=O)[nH]2)CCC3)cc1 | 16% | -5% | -3 | 0% | -2% | -8
CCOc1ccc(-n2ccc(=O)c(C(=O)Nc3ccc(S(=O)(=O)Nc4ncccn4)cc3)n2)cc1 | 1% | 0% | -11 | 22% | . | -12
Cc1ccc(S(=O)(=O)NCC(C)NC(=O)CN2CCOCC2)cc1 (stereo not drawn) | 4% | -4% | -2 | 17% | 9% | -9
O=C(O)CC1NC(=O)N(c2ccc(Cl)cc2)C1=O (stereo not drawn) | 10% | 12% | -3 | 19% | 9% | -21
CN(CC(=O)NNC(=O)CCNS(=O)(=O)c1ccccc1)S(=O)(=O)c1ccc(Cl)cc1 | 36%[activator] | 3% | . | -6% | . | .
CCCNC(=O)C1CN(S(=O)(=O)c2ccc(Cl)s2)c2ccccc2O1 (stereo not drawn) | ? | 0% | . | ? | . | .
COc1ccc(-c2cc(C(=O)N3CCN(c4ncccn4)CC3)c3ccccc3n2)cc1 | 29% | 13% | . | -24% | . | .
CN1C(=O)C(O)(C2OC(C)(C)CCC2=O)c2ccccc21 (stereo not drawn) | . | 9% | -1 | ? | 0% | 5
Cc1cccn2c(=O)c(/C=C(\C#N)S(=O)(=O)c3ccccc3)c(N3CCN(C)CC3)nc12 | 7% | 1% | -1 | . | 3% | -44
O=c1c(Cc2ccccc2)c(O)c2cccc3c4c(n1c23)CCCC4 | 2% | -12% | -2 | 2% | 0% | 1
Cc1cc(C)nc(Nc2n[nH]c(COc3ccc4ccccc4c3)n2)n1 | -5% | 0% | -4 | 11% | -1% | -9
C1CN(c2nc(N3CCOCC3)nc(N3CCOCC3)n2)CCO1 | -1% | 4% | 8 | 17% | 3% | -12
Cn1cc(CN2CCC(C(=O)N3CCCC3)CC2)c(-c2ccccc2F)n1 | 20% | -3% | -1 | 13% | 8% | 4
Cn1cc(S(=O)(=O)N2CCc3ccccc32)cc1C(=O)Nc1ccc(Cl)cc1 | 13µM* | -17% | 3 | 33% | -3% | 3
CCCCN1C(=O)/C(=C/C=C2\SCCN2C)SC1=S | 183%[activator] | -21% | 33* | -1% | -21% | 67*
CSc1c(CC(=O)Nc2ccccc2Cl)n(Cc2ccccc2)c2ccccc12 | ? | 0% | 5 | ? | -1% | -5
COC(=O)CSc1nnnn1-c1ccccc1 | 14% | 5% | -2 | ? | 4% | 1
Cc1cc(NC(=O)c2cc(-c3ccccn3)nc3c(Cl)cccc23)no1 | -4% | 4% | -1 | 2.1µM* | -1% | -9

Single records, as listed above:
CCCCN1C(=O)/C(=C/C=C2\SCCN2C)SC1=S is entered as Pf growth 48h = 183%[activator]; Sm TGR inh = -21%; Cycloheximide cs = 33*; Pf growth 96h = -1%; FBPA Giardia inh = -21%; Shiga toxin inh = 67*
Cn1cc(CN2CCC(C(=O)N3CCCC3)CC2)c(-c2ccccc2F)n1 is entered as Pf growth 48h = 20%; Sm TGR inh = -3%; Cycloheximide cs = -1; Pf growth 96h = 13%; FBPA Giardia inh = 8%; Shiga toxin inh = 4

Screening data as filed in PubChem BioAssay.
